Screening data: PubChem BioAssay, NMMLSC
S aureus QS inh: S. aureus quorum sensing inhibitors, primary screen, RNAIII-GFP reporter, flow cytometry | inhibition, % at 2 µM | 0.3% of 24,000 active | S. aureus RN6390 RNAIII-GFP reporter, AIP-induced, flow cytometry 3 h;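 active means share of bacteria positive for the green fluorescent reporter and its mean brightness both inhibited by 50% or more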;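 further: 0% = AIP-stimulated control and 100% = unstimulated bacteria without AIP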
S aureus QS inh GFP MFI %: also measured in S aureus QS inh; calls as there; inhibition, %; measured here: inhibition of GFP MFI
Active calls of the source: *.

CCN(CCCNC(=O)C1CCN(S(=O)(=O)c2cnc[nH]2)CC1)c1ccccc1
- S aureus QS inh: -7
- S aureus QS inh GFP MFI %: 1
CCC(C)NC(=O)C(NS(=O)(=O)c1ccc2c(c1)c(=O)n(C)c(=O)n2C)c1ccccc1 (stereo not drawn)
- S aureus QS inh: 11
- S aureus QS inh GFP MFI %: 14
CCOC(=O)N1CCC(NC(=O)C2CCN(S(=O)(=O)c3c(C)noc3C)CC2)CC1
- S aureus QS inh: -2
- S aureus QS inh GFP MFI %: -7
CCCOc1ccc(C(CC(=O)O)NS(=O)(=O)c2ccc(NC(C)=O)cc2)cc1 (stereo not drawn)
- S aureus QS inh: -2
- S aureus QS inh GFP MFI %: -3
CCCN(c1ccc(C(C)C)cc1)S(=O)(=O)c1c(C)noc1C
- S aureus QS inh: 6
- S aureus QS inh GFP MFI %: 23
COc1ccc(OC)c(NS(=O)(=O)c2ccc3c(c2)CCC(=O)N3)c1
- S aureus QS inh: -3
- S aureus QS inh GFP MFI %: -25
COc1ccc(-n2c(Cc3cccn3C)nnc2SCC(=O)N2CCC(C)CC2)cc1
- S aureus QS inh: -3
- S aureus QS inh GFP MFI %: -1
c1ccc(-c2nnc3ccc(N4CCC5(CC4)OCCO5)nn23)cc1
- S aureus QS inh: -5
- S aureus QS inh GFP MFI %: -2
CN1CCN(C(=O)c2ccc3c(=O)n(CCc4ccccc4)c(=S)[nH]c3c2)CC1
- S aureus QS inh: -1
- S aureus QS inh GFP MFI %: -8
O=C(c1ccco1)N1CCN(C(=O)C2CCN(S(=O)(=O)c3cccs3)CC2)CC1
- S aureus QS inh: -9
- S aureus QS inh GFP MFI %: -17

Some of the entries so far, with values under each structure:
Values run as follows: S aureus QS inh, S aureus QS inh GFP MFI %
COc1ccc(OC)c(NS(=O)(=O)c2ccc3c(c2)CCC(=O)N3)c1
    -3, -25
COc1ccc(-n2c(Cc3cccn3C)nnc2SCC(=O)N2CCC(C)CC2)cc1
    -3, -1

Continuation.
COc1cccc(NC(=O)C2CCCN2C(=O)OCc2ccccc2)c1 (stereo not drawn)
- S aureus QS inh: 0
- S aureus QS inh GFP MFI %: -5
CCOC(=O)c1[nH]nc(C(=O)c2ccc(Br)cc2)c1O
- S aureus QS inh: 10
- S aureus QS inh GFP MFI %: 24
COc1cc(OC)cc(-c2nnc(SCC(=O)Nc3cc(C)on3)o2)c1
- S aureus QS inh: 0
- S aureus QS inh GFP MFI %: -7
CC(=O)c1ccc(-n2nnnc2SCC(=O)N2CCc3ccccc3C2)cc1
- S aureus QS inh: 0
- S aureus QS inh GFP MFI %: 2
Cc1c(C#N)sc2nc(-c3ccccc3)nc(N3CCCC3)c12
- S aureus QS inh: 0
- S aureus QS inh GFP MFI %: 9
CCOC(=O)c1ccc(NC(=O)CCc2nc(-c3cccc(C)c3)no2)cc1
- S aureus QS inh: 0
- S aureus QS inh GFP MFI %: -44
COc1ccc(-c2cn3c(C)c(C(=O)Nc4cccc(NC(C)=O)c4)sc3n2)cc1
- S aureus QS inh: 1
- S aureus QS inh GFP MFI %: 6
CCN1C(=O)c2ccc(-c3nc4ccccc4c(=O)o3)cc2C1=O
- S aureus QS inh: 2
- S aureus QS inh GFP MFI %: 57
COCCNC(=O)Cn1cnc2sc(C)c(S(=O)(=O)N3CCC(C)CC3)c2c1=O
- S aureus QS inh: -1
- S aureus QS inh GFP MFI %: -6
O=c1c2c(nc3nc(COc4ccccc4)[nH]n13)CCC2
- S aureus QS inh: -1
- S aureus QS inh GFP MFI %: 16

Random excerpt: two records from the list, in no set order.
CCOC(=O)c1[nH]nc(C(=O)c2ccc(Br)cc2)c1O
- S aureus QS inh: 10
- S aureus QS inh GFP MFI %: 24
COCCNC(=O)Cn1cnc2sc(C)c(S(=O)(=O)N3CCC(C)CC3)c2c1=O
- S aureus QS inh: -1
- S aureus QS inh GFP MFI %: -6

Ordered by value in S aureus QS inh GFP MFI % (ascending): some entries from above.
mol	S aureus QS inh	S aureus QS inh GFP MFI %
COc1cc(OC)cc(-c2nnc(SCC(=O)Nc3cc(C)on3)o2)c1	0	-7
c1ccc(-c2nnc3ccc(N4CCC5(CC4)OCCO5)nn23)cc1	-5	-2
CCN(CCCNC(=O)C1CCN(S(=O)(=O)c2cnc[nH]2)CC1)c1ccccc1	-7	1

(more compounds)
COC(=O)C(C)NC(=O)C(C)NC(=O)OCc1ccccc1 (stereo not drawn)
- S aureus QS inh: -2
- S aureus QS inh GFP MFI %: -105
Cc1nc2sc(C(c3ccco3)N3CC(C)OC(C)C3)c(O)n2n1 (stereo not drawn)
- S aureus QS inh: 1
- S aureus QS inh GFP MFI %: 14
CN(CCCNC(=O)CN1C(=O)CC(C)(C)S(=O)(=O)c2ccccc21)C1CCCCC1
- S aureus QS inh: -4
- S aureus QS inh GFP MFI %: 0
COc1cccc(-c2nnc(NC(=O)c3ccccc3Br)o2)c1
- S aureus QS inh: 2
- S aureus QS inh GFP MFI %: -14
O=C(NC1CCCC1)C1CCCN1S(=O)(=O)c1cccc2cccnc12 (stereo not drawn)
- S aureus QS inh: 13
- S aureus QS inh GFP MFI %: 16
Cn1[nH]c(=O)c2ccccc2c1=O
- S aureus QS inh: -1
- S aureus QS inh GFP MFI %: 0
CCOC(=O)c1sc(NC(=O)COC(=O)Cn2cnc3ccccc32)c(C(=O)OCC)c1C
- S aureus QS inh: -2
- S aureus QS inh GFP MFI %: -1

The list is partial, so the mix of outcomes need not match the whole.
